Assay outcomes: PubChem, several laboratories
VLA-4 inh: inhibition in a human VLA-4 binding assay; VLA-4 expressing cells, ligand binding flow cytometry; inhibition, % (about 7 µM as worked out from the volumes in the protocol); 0.2% of 330,000 active; AID 2557; in the data active = inhibition above about 50%
PP1 counter: counter-screen for PP5 inhibitors: inhibitors of human PP1-alpha. P62136. purified PP1alpha, OMFP fluorescence. 0.9% of 320,000 active. inhibition, % at 6.7 µM;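 active = inhibition above the mean inhibition of all tested compounds plus 3 SD, computed separately for each screening campaign, cut at about 15% in these data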
Target sequence (P62136 whole entry, looked up): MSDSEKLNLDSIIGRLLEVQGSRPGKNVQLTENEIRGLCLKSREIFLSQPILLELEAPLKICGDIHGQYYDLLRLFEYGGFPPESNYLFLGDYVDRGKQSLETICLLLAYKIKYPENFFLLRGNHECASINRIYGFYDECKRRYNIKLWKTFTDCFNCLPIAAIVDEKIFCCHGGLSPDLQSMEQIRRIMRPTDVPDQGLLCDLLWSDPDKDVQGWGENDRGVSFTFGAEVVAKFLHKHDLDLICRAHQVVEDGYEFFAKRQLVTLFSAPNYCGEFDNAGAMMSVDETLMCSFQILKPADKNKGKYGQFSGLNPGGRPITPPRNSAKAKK
proCasp3 act: procaspase-3 (human) activation | P42574 | recombinant procaspase-3 D3A, Ac-DEVD-pNA absorbance 405 nm | activation, % at 8.5 µM | 0.11% of 330,000 active | AID 463141;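 active = activation above the mean of all tested compounds plus 3 SD, cut at about 21% in these data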;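 also: 0% = DMSO alone and 100% = DMSO wells spiked with extra 5 µM PC-3 D3A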
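Assay system – Procaspase-3 D3A mutant · Benchmarks – DMSO low control, extra-enzyme high control · Technique – 405 nm absorbance of p-nitroaniline, reads at 0 and 120 min · Doses – 8.5 µM nominal · Measure – % activation between DMSO and enzyme-spiked controls · Also added – Ac-DEVD-pNA chromogenic peptide substrate · Schedule – 1 h compound preincubation, 2 h substrate hydrolysis at 25 °C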
PP5 inh: inhibitors of human protein phosphatase 5 (PP5) | P53041 | purified PP5c, OMFP substrate fluorescence | inhibition, % at 6.7 µM | 0.18% of 320,000 active;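 active = inhibition above the campaign's mean inhibition across all tested compounds plus 3 SD, cut at about 9.5% in these data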;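 also: 0% = DMSO only and 100% = 100 µM cantharidin control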
Target sequence (P53041 whole entry, looked up): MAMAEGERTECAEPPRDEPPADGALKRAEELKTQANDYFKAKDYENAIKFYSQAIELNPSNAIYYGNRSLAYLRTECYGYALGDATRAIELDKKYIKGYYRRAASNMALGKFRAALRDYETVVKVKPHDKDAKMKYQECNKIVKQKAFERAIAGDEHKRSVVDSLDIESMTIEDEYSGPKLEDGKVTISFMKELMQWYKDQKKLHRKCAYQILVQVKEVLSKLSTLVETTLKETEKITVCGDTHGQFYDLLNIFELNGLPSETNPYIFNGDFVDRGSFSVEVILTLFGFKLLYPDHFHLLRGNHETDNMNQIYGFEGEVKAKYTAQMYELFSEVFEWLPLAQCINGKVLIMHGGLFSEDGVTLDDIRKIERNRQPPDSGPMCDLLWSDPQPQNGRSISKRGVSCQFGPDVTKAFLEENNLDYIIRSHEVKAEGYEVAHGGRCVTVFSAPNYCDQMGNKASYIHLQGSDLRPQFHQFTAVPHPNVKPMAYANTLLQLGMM
Fh CTSL1 inh: blocks F. hepatica cathepsin L1 in PFM18AAP counter-screen. recombinant F. hepatica cathepsin L1, Z-Leu-Arg-MCA fluorescence. inhibition, % at 5.96 µM. 0.49% of 300,000 active;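 active = inhibition above the mean of all tested compounds plus 3 SD, set per screening campaign, cut at about 17% in these data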;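 also: 0% = plate median of test compound wells and 100% = 1 µM Z-Phe-Ala-diazomethylketone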
proCasp7 act: counter-screen for procaspase-3 activators: activators of human procaspase-7; 0.093% of 330,000 active; activation, % at 8.5 µM; AID 463210; recombinant procaspase-7, Ac-DEVD-pNA absorbance 405 nm; D23A/D198A/D206A triple mutant, cannot self-cleave; scale: DMSO 0, 5 µM enzyme 100; P55210;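 active = percent activation above the screen-wide mean plus 3 SD, cut at about 25% in these data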
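Test system: Procaspase-7 triple mutant (PC-7 D3A). Also added: Ac-DEVD-pNA substrate, 400 µM as added. Schedule: 1 h enzyme–compound preincubation and 2 h substrate reaction, both 25 °C. Signal: p-Nitroaniline absorbance at 405 nm, read at 0 and 120 min. Control set: low DMSO alone, high DMSO plus 5 µM PC-7.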
core dimer inh: blocks dimerization of HCV core protein. TR-FRET GST/Flag-core106 dimerization, 1536-well. inhibition, % at 5 µM. 0.33% of 300,000 active. AID 1899;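 active = inhibition above the mean of all tested compounds plus 3 SD, set per screening campaign, cut at about 45% in these data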
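Test system: GST/Flag-tagged HCV core106 proteins; Medium: KF-containing HEPES buffer, pH 7.45, DTT, CHAPS, BSA; Times: compound-protein-antibody incubation 4 h at 22.5 °C; Detection: TR-FRET 671 and 617 nm emission; Benchmarks: wells lacking GST-core106 and wells with excess unlabelled core106.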
GRK2 inh: blocks RNA aptamer binding to human GRK2 | bead flow cytometry, FAM-aptamer displacement from GRK2 | AID 488847 | P25098 | 0.59% of 330,000 active | inhibition of aptamer binding, % at 10 µM;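 active = inhibition of aptamer binding above 40%, roughly 3 SD of noise, on plates passing a quality check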;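 also: median bead fluorescence of bound FAM aptamer so fluorescent compounds give negative values; no value below 0 was filed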
JMJD2C inh: inhibitors of human GASC-1 (JMJD2C) demethylase; Q9H3R0; GST-JMJD2C(1-420) H3K9me3 demethylation, DELFIA europium; inhibition, % at 2.35 µM; 0.069% of 330,000 active; AID 2099;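 active = more than half of a compound's replicate wells show inhibition beyond 50%, single wells judged on their own value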;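 also: signal counts dimethyl H3K9 product captured on neutravidin plate; 0% = median of DMSO wells and 100% = 0.3 times that DMSO median; strong numbers were not always called active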
* hit, by the source's call.

What do the screens show for `C(=C\c1ccccc1)/CSc1nnc(-c2ccccc2)n1Cc1ccco1`?
VLA-4 inh: 19; PP1 counter: 4; proCasp3 act: 2; PP5 inh: 1.7; Fh CTSL1 inh: 1; proCasp7 act: -5; core dimer inh: 11; GRK2 inh: 2; JMJD2C inh: 6

How did CCC(C)(C)NS(=O)(=O)c1cc(CN2C(=O)c3cccnc3C2=O)ccc1OC do in these assays?
VLA-4 inh: -7; PP1 counter: -8; proCasp3 act: -9; PP5 inh: -1.8; Fh CTSL1 inh: 7; proCasp7 act: -8; core dimer inh: -7; GRK2 inh: 1; JMJD2C inh: -21

What do the screens show for `Cc1ccccc1OCc1nc2ccccc2c(=O)n1/N=C/c1c[nH]c2ccccc12`?
VLA-4 inh: 6; PP1 counter: -2; proCasp3 act: -11; PP5 inh: 2.5; Fh CTSL1 inh: 4; proCasp7 act: 3; core dimer inh: 7; GRK2 inh: 0; JMJD2C inh: 1

How did N#CC1=C(N)SC(N)=C(C#N)C1c1c(Cl)cccc1Cl do in these assays?
VLA-4 inh: -5; PP1 counter: 1; proCasp3 act: -28; PP5 inh: 0.4; Fh CTSL1 inh: 7; proCasp7 act: -25; core dimer inh: 29; GRK2 inh: 3; JMJD2C inh: 3

How did Cc1cccc(C)c1OCc1cc(C(=O)N2CCC(C3CCCCC3)C2)no1 (configuration not stated) do in these assays?
VLA-4 inh: 8; PP1 counter: 0; proCasp3 act: 10; PP5 inh: -0.9; Fh CTSL1 inh: 0; proCasp7 act: -3; core dimer inh: 7; GRK2 inh: 2; JMJD2C inh: 18

Results for COC(=O)c1cc(OC)c(OC)cc1NC(=O)c1cc(-c2ccccc2)nc2ccccc12 ?
VLA-4 inh: 23; PP1 counter: -6; proCasp3 act: -11; PP5 inh: 2.4; Fh CTSL1 inh: -2; proCasp7 act: 6; core dimer inh: 7; GRK2 inh: 0; JMJD2C inh: -11

Results for CC(NC(=O)c1ccccc1Cl)c1nnc(SCC(=O)Nc2ccc(C(=O)O)cc2)n1C (configuration not stated) ?
VLA-4 inh: 9; PP1 counter: 1; proCasp3 act: -2; PP5 inh: 0.5; Fh CTSL1 inh: 0; proCasp7 act: -4; core dimer inh: 2; GRK2 inh: 0; JMJD2C inh: -43

What do the screens show for `COc1ccc(C(=O)N2N=C3CC(C)(C)OCC3C2c2ccccc2)cc1` (configuration not stated)?
VLA-4 inh: 3; PP1 counter: -1; proCasp3 act: 3; PP5 inh: -1.2; Fh CTSL1 inh: -2; proCasp7 act: 8; core dimer inh: 3; GRK2 inh: 1; JMJD2C inh: 4

Results for O=C(Nc1ccccc1C(=O)NCc1cccnc1)c1ccccc1F ?
VLA-4 inh: 21; PP1 counter: -9; proCasp3 act: -11; PP5 inh: 2.1; Fh CTSL1 inh: -2; proCasp7 act: 4; core dimer inh: 1; GRK2 inh: 0; JMJD2C inh: -1

How did CC(CCc1ccccc1)NC(=O)CCCCCNc1nc(=S)[nH]c2ccccc12 (configuration not stated) do in these assays?
VLA-4 inh: 5; PP1 counter: -3; proCasp3 act: 2; PP5 inh: 1.9; Fh CTSL1 inh: 3; proCasp7 act: 9; core dimer inh: 8; GRK2 inh: 15; JMJD2C inh: -4

What do the screens show for `CCCc1nnc(NC(=O)c2c(O)c3cccc4c3n(c2=O)CCC4)s1`?
VLA-4 inh: 0; PP1 counter: -5; proCasp3 act: -9; PP5 inh: 1.1; Fh CTSL1 inh: -1; proCasp7 act: 3; core dimer inh: -3; GRK2 inh: 4; JMJD2C inh: 1

What do the screens show for `CCOc1ccc(CN2CCN(Cc3cc4c(cc3Cl)OCO4)CC2CCO)cc1` (configuration not stated)?
VLA-4 inh: -11; PP1 counter: -1; proCasp3 act: -2; PP5 inh: 2.1; Fh CTSL1 inh: -2; proCasp7 act: 3; core dimer inh: -10; GRK2 inh: 0; JMJD2C inh: -3

What do the screens show for `COC(=O)c1ccc(NC(=O)C2C3C=CC(C3)C2C(=O)O)cc1` (configuration not stated)?
VLA-4 inh: 6; PP1 counter: 2; proCasp3 act: -4; PP5 inh: -3.8; Fh CTSL1 inh: -5; proCasp7 act: -3; core dimer inh: -14; GRK2 inh: 4; JMJD2C inh: -10

Results for COc1ccc(OC)c(/C=N/NC(=O)c2cccc3ccccc23)c1 ?
VLA-4 inh: 1; PP1 counter: 1; proCasp3 act: -3; PP5 inh: 0.5; Fh CTSL1 inh: 7; proCasp7 act: -6; core dimer inh: 1; GRK2 inh: 0; JMJD2C inh: 0

How did CC(C)N1CCN(Cc2ccc(C#CCCO)cc2)CC1CCO (configuration not stated) do in these assays?
VLA-4 inh: -1; PP1 counter: -3; proCasp3 act: -3; PP5 inh: 2.9; Fh CTSL1 inh: 1; proCasp7 act: -2; core dimer inh: -6; GRK2 inh: 0; JMJD2C inh: 4

Sorted by heavy-atom count (high to low): some entries from above
How did Cc1cccc(C)c1OCc1cc(C(=O)N2CCC(C3CCCCC3)C2)no1 (configuration not stated) do in these assays?
VLA-4 inh: 8; PP1 counter: 0; proCasp3 act: 10; PP5 inh: -0.9; Fh CTSL1 inh: 0; proCasp7 act: -3; core dimer inh: 7; GRK2 inh: 2; JMJD2C inh: 18

Results for COc1ccc(OC)c(/C=N/NC(=O)c2cccc3ccccc23)c1 ?
VLA-4 inh: 1; PP1 counter: 1; proCasp3 act: -3; PP5 inh: 0.5; Fh CTSL1 inh: 7; proCasp7 act: -6; core dimer inh: 1; GRK2 inh: 0; JMJD2C inh: 0

How did N#CC1=C(N)SC(N)=C(C#N)C1c1c(Cl)cccc1Cl do in these assays?
VLA-4 inh: -5; PP1 counter: 1; proCasp3 act: -28; PP5 inh: 0.4; Fh CTSL1 inh: 7; proCasp7 act: -25; core dimer inh: 29; GRK2 inh: 3; JMJD2C inh: 3

The list continues.
How did O=C(Nc1ccc(Cl)cc1)N1CCSc2ccccc21 do in these assays?
VLA-4 inh: -16; PP1 counter: -1; proCasp3 act: 14; PP5 inh: 2.2; Fh CTSL1 inh: 2; proCasp7 act: 13; core dimer inh: -7; GRK2 inh: 3; JMJD2C inh: 4

Results for O=C(C1CCN(Cc2ccc(OCc3ccccc3)cc2)CC1)N1CCCC1 ?
VLA-4 inh: 19; PP1 counter: -1; proCasp3 act: 9; PP5 inh: 1.3; Fh CTSL1 inh: -2; proCasp7 act: -5; core dimer inh: 0; GRK2 inh: 0; JMJD2C inh: 0

What do the screens show for `CC(OC(=O)c1ccc(NC(=O)CC#N)cc1)C(=O)Nc1ccc(Oc2ccccc2)cc1` (configuration not stated)?
VLA-4 inh: 14; PP1 counter: 20*; proCasp3 act: 0; PP5 inh: 0.3; Fh CTSL1 inh: 1; proCasp7 act: -5; core dimer inh: 47*; GRK2 inh: 1; JMJD2C inh: 1

What do the screens show for `Cc1ccc(-n2nc3c(c2NC(=O)c2ccco2)CS(=O)C3)cc1` (configuration not stated)?
VLA-4 inh: 0; PP1 counter: -3; proCasp3 act: -8; PP5 inh: 4.0; Fh CTSL1 inh: 3; proCasp7 act: 1; core dimer inh: -10; GRK2 inh: 2; JMJD2C inh: 4

What do the screens show for `CCC(=O)c1ccc(N2CCN(C(=O)COc3ccc(F)cc3)CC2)c(F)c1`?
VLA-4 inh: 4; PP1 counter: 0; proCasp3 act: 15; PP5 inh: -1.2; Fh CTSL1 inh: 2; proCasp7 act: 10; core dimer inh: 2; GRK2 inh: 2; JMJD2C inh: 14

Results for NC(=S)Nc1cccc(O)c1 ?
VLA-4 inh: 5; PP1 counter: 1; proCasp3 act: 0; PP5 inh: 0.5; Fh CTSL1 inh: -1; proCasp7 act: -9; core dimer inh: -9; GRK2 inh: 2; JMJD2C inh: 2

Results for CC(C)N(C)Cc1nnnn1CC(=O)N(C)Cc1cccc(Cl)c1 ?
VLA-4 inh: 6; PP1 counter: -1; proCasp3 act: 3; PP5 inh: 0.0; Fh CTSL1 inh: -1; proCasp7 act: -3; core dimer inh: -2; GRK2 inh: 0; JMJD2C inh: -3

How did O=C(NC1=NCCS1)c1cc2ccccc2o1 do in these assays?
VLA-4 inh: -5; PP1 counter: -1; proCasp3 act: 2; PP5 inh: -2.3; Fh CTSL1 inh: 12; proCasp7 act: 7; core dimer inh: 2; GRK2 inh: 0; JMJD2C inh: 7

What do the screens show for `Cc1ccc(-n2c(-c3cccc(C)c3)n[nH]c2=S)cc1`?
VLA-4 inh: 8; PP1 counter: -4; proCasp3 act: -10; PP5 inh: -1.0; Fh CTSL1 inh: 2; proCasp7 act: -23; core dimer inh: 1; GRK2 inh: 0; JMJD2C inh: -10

What do the screens show for `Clc1ccccc1Nc1nc(-c2ccncc2)nc2ccccc12`?
VLA-4 inh: 9; PP1 counter: 0; proCasp3 act: -10; PP5 inh: 1.3; Fh CTSL1 inh: 0; proCasp7 act: -9; core dimer inh: 9; GRK2 inh: 1; JMJD2C inh: -3

How did COc1ccc(S(=O)(=O)N(C(=O)c2ccncc2)c2ccc(OC(=O)c3ccncc3)cc2)cc1 do in these assays?
VLA-4 inh: 23; PP1 counter: 1; proCasp3 act: 2; PP5 inh: 1.0; Fh CTSL1 inh: -5; proCasp7 act: 6; core dimer inh: -1; GRK2 inh: 4; JMJD2C inh: -6

What do the screens show for `O=C(COc1ccccc1Cl)Nc1ccccc1C(=O)NC1CC1`?
VLA-4 inh: 9; PP1 counter: 2; proCasp3 act: -7; PP5 inh: 2.2; Fh CTSL1 inh: -2; proCasp7 act: -1; core dimer inh: -4; GRK2 inh: 0; JMJD2C inh: 2

What do the screens show for `COC(=O)c1c(SCC(=O)Nc2ccc(C)c(C)c2)nc(=O)[nH]c1C`?
VLA-4 inh: -1; PP1 counter: -6; proCasp3 act: -6; PP5 inh: -0.7; Fh CTSL1 inh: 0; proCasp7 act: 0; core dimer inh: -4; GRK2 inh: 3; JMJD2C inh: 12

What do the screens show for `CC(=O)Nc1ccc(NC(=O)C(C)OC(=O)CNC(=O)c2cccs2)cc1` (configuration not stated)?
VLA-4 inh: 16; PP1 counter: -3; proCasp3 act: 12; PP5 inh: -1.2; Fh CTSL1 inh: -8; proCasp7 act: 7; core dimer inh: -2; GRK2 inh: 2; JMJD2C inh: 15

Results for c1ccc(C[C@H]2CN=C(Nc3ccccc3)N2CC2CCCCCC2)cc1 ?
VLA-4 inh: 1; proCasp3 act: 7; proCasp7 act: 2; GRK2 inh: 0; JMJD2C inh: 7

What do the screens show for `CC(C)c1ccc2oc(-c3ccc(N)cc3)nc2c1`?
VLA-4 inh: 0; PP1 counter: 2; proCasp3 act: -5; PP5 inh: 7.1; Fh CTSL1 inh: 5; proCasp7 act: -6; core dimer inh: -1; GRK2 inh: 2; JMJD2C inh: -4

This is a random part of the collection (roughly 2.6% active in at least one column).
